Assay outcomes as filed in PubChem.
ERp5 inh = ERp5 (human) disulfide isomerase inhibition. Q15084. ERp5 insulin aggregation, absorbance 650 nm, 90 min. 350,000 tested, 0.05% active. inhibition, % at 9.99 µM. AID 651711;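 active = mean replicate inhibition above about 25%, with every replicate also reaching it, limit read from the data, passing the limit was not always enough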
Target sequence (Q15084 whole entry, looked up): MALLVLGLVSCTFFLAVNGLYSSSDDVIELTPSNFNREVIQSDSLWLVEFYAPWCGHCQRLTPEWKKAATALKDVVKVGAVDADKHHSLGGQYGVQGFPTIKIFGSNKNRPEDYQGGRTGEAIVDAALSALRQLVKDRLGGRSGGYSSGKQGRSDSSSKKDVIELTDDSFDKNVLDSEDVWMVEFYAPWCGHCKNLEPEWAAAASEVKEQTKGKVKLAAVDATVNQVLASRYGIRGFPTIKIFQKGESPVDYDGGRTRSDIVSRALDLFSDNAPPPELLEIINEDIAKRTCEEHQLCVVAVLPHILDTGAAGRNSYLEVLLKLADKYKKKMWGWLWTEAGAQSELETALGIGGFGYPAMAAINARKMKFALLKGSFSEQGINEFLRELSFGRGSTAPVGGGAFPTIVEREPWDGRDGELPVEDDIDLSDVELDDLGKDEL
esBAF inh = blocks esBAF chromatin remodeling in mouse ES cells | Bmi1-luciferase knock-in reporter, 24 h; 100% = twice the neutral-well signal | reporter increase, % at 12.5 µM | 350,000 tested, 2% active | AID 602393; in the data active = activation above about 40%;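 note: 0% = median of the plate's neutral control wells and 100% = double that signal; a rise in the Bmi1 reporter signal indicates esBAF inhibition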
SIRT5 block = inhibitors of human sirtuin-5 desuccinylase | Q9NXA8 | AID 652115 | inhibition, % at 15 µM | 330,000 tested, 1.1% active | Purified SirT5, succinyl-peptide AMC, trypsin-coupled fluorescence; in the data active = inhibition above about 15%
Target sequence (Q9NXA8 whole entry, looked up): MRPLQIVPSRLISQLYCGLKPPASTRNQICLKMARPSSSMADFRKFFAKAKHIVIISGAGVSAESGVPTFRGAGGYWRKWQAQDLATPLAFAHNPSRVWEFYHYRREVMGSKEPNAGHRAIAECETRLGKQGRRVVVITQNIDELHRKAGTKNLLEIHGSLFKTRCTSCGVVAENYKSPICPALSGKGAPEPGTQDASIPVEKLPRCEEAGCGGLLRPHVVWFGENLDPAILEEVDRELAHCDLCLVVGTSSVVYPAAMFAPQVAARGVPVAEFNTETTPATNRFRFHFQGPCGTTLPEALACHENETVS
Cneo AK release = causes C. neoformans cell lysis. 360,000 tested, 0.2% active. adenylate kinase release luminescence, 4 h; normalised: neutral wells 0, clomiphene wells 100. lysis activity, % at 15 µM;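 active = mean lysis activity across replicates of at least 80%, whatever share of replicates individually reach that level; inactive = mean lysis activity below 80%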
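Material – log-phase Cryptococcus neoformans yeast cells · Input – 5 × 10^6 yeast cells/mL · Medium – fresh YPD growth medium · Doses – single compound concentration per well · Timing – static 4 h at 37 °C with compound, 1 h detection · Detection – adenylate kinase release luminescence · Read-out – signal increase indicating cell lysis · Control set – Clomiphene as positive lysis control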
ARNT-TACC3 inh = disruptors of human ARNT/TACC3 interaction; AlphaScreen His-ARNT PAS-B/GST-TACC3 binding, luminescence; TACC3 fragment carries E629A point mutation; inhibition, % at 9.99 µM; 390,000 tested, 0.66% active;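 active = mean inhibition of replicates at least 50% and at least half of replicates each reaching 50%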;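 note: 0% = complete ARNT plus TACC3 wells and 100% = ARNT alone without TACC3; many hits fall short of the cut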
miR122 inh = miR-122 inhibition in Huh7 cells; 340,000 tested, 0.3% active; Huh7 miR-122 Renilla luciferase sensor, 48 h; neutral wells = 0, positive control = 100; activation (reporter increase), % at 12.5 µM;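 active = mean replicate activation score at least 90 and every replicate individually at or above 90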;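 note: higher luciferase means less miR-122 activity so hits act as miR-122 inhibitors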
Statin myotox sup = suppression of simvastatin myotoxicity. C2C12 myotubes + simvastatin, ATP luminescence, 48 h; scaled: DMSO 0, geranylgeraniol control 100. rescue of ATP level, % at 7.49 µM. 330,000 tested, 0.78% active;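 active = mean ATP rescue above about 67%, or every replicate alone reaching that limit, limit read from the data, passing the limit was not always enough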;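 note: myotubes were challenged with 10 µM simvastatin during compound exposure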
Starred values were filed as active, the others as inactive; x = no result given; & = joins results of further samples; [ ] = dose if it differs, or a comment.

item	canonical_smiles	ERp5 inh	esBAF inh	SIRT5 block	Cneo AK release
1	O=C(NCC1CCCO1)C1CCN(C2CCN(C(=O)Cc3ccsc3)CC2)CC1 (stereo not drawn)	-2.3	-7.6	-3.9	1.4
2	COc1cccc(OC)c1C(=O)Nc1ccccc1C(=O)N1CCCC1	2.6	-0.6	-1.8	3.8
3	C[C@@H]1CCCCO[C@H](CN(C)C(=O)c2ccncc2)[C@H](C)CN([C@@H](C)CO)C(=O)c2cc(NC(=O)c3ccncc3)ccc2O1	3.0	0.6	-3.1	1.7
4	C[C@@H]1CN([C@@H](C)CO)C(=O)c2cccc(NS(=O)(=O)c3ccc(Cl)cc3)c2O[C@H]1CN(C)C(=O)Nc1ccccc1	-2.6	-1.6	-2.6	0.9
5	COCC#Cc1ccc([C@@H]2[C@@H](CO)N3CCCCN(S(=O)(=O)c4ccccc4C)C[C@H]23)cc1	x	x	x	2.6
6	C[C@@H]1CN([C@H](C)CO)C(=O)CCCn2cc(nn2)CO[C@H]1CN(C)C(=O)Nc1ccnc(N2CCOCC2)c1	1.6&0.7	-6.3&0.3&-0.7	3.2&-8.6	-0.1&-2.9
7	Cn1nc(C(=O)NCCCN2CCCCC2)c2c1-c1ccccc1SC2	-5.3	-3.6	-5.0	-0.8
8	COCOc1ccc(-c2ncc(OCCN3CCCC3=O)nc2NC(=O)c2cc3ccccc3s2)cc1	-3.1	5.0	-1.2	-1.4

item	ARNT-TACC3 inh	miR122 inh	Statin myotox sup
1	8.3	-8.4	8.2
2	x	x	7.3
3	-4.2	-0.2[16.7 µM]	x
4	4.3	11.1[16.7 µM]	22.8
5	5.6	0.2[16.7 µM]	x
6	3.3	1.2	1.3&-0.7&-1.6
7	-2.6	-4.4	-9.4
8	x	-1.1	8.4

More entries
item	canonical_smiles	ERp5 inh	esBAF inh	SIRT5 block	Cneo AK release
9	CCCC(=O)N1c2ccccc2[C@@H](N(C(C)=O)c2ccccc2)C[C@H]1C	x	-11.3	x	-0.9
10	Cc1c([C@H]2[C@@H](CC#N)C2(C)C)c2ccccc2n1C	x	1.2	x	4.4
11	CC1(C)Nc2ccccc2C(=O)N1c1ccccc1	2.3	23.4	-10.4	-1.9
12	O=C(CSc1ccc(Cl)cc1)NCc1ccco1	2.7	x	-3.6	x
13	COc1ccc(NC(=O)c2cc(Br)c(Br)s2)cn1	-4.2	34.8	-4.3	3.8
14	COC(=O)[C@H](C)N1C/C=C\COc2c(Cl)cc(Cl)cc2S1(=O)=O	-1.7	-2.2	x	-3.1
15	COC(=O)Cn1c(=NC(=O)C2COc3ccccc3O2)sc2cc(S(N)(=O)=O)ccc21 (stereo not drawn)	-3.6	-5.2	0.9	-1.3
16	O=C1c2ccncc2C(=O)N1c1cccc(Cl)c1	-0.1	x	-0.4	x

item	ARNT-TACC3 inh	miR122 inh	Statin myotox sup
9	-4.7	-4.6	45.3
10	x	1.8	9.2
11	-4.4	0.1	0.1
12	-0.2	x	x
13	-4.2	1.4	-4.6
14	-0.5	0.1	2.4
15	-2.3	-8.0	0.6
16	-3.8	x	x

The listing continues:
item	canonical_smiles	ERp5 inh	esBAF inh	SIRT5 block	Cneo AK release
17	CCOC(=O)C1=C(COC(=O)c2ccc(C)s2)NC(=O)NC1C (stereo not drawn)	-0.7	1.5	-1.2	x
18	CCC(=O)N(C)C[C@@H]1Oc2ncc(C#Cc3cccnc3)cc2C(=O)N([C@H](C)CO)C[C@@H]1C	2.2	2.1	-1.7	3.8
19	COc1ccccc1NC(=O)CCS(=O)(=O)c1cc2c(cc1Cl)NC(=O)CO2	1.4	3.2	-4.8	-2.0
20	C[C@H]1COC(=O)[C@H](CC(=O)OC(C)(C)C)C/C=C\C[C@@H](CC(=O)N[C@@H](CO)Cc2ccccc2)C(=O)N1	-3.1	-0.1	x	2.0
21	O=C(Nc1nc(-c2ccc([N+](=O)[O-])cc2)cs1)c1c(F)cccc1F	1.3	12.6	-4.6	-0.3
22	O=C(CCNC(=O)c1ccc(Br)cc1)NC1CCCc2ccccc21 (stereo not drawn)	-2.3	15.1	-3.9	-1.6
23	Cc1occc1C(=O)NN=C1C2CC3CC(C2)CC1C3	x	10.2	x	-1.2
24	Cc1ccc(SCC(=O)Nc2cccc(S(=O)(=O)N3CCOCC3)c2)cc1C	-9.7	6.9	-0.8	1.1

item	ARNT-TACC3 inh	miR122 inh	Statin myotox sup
17	-4.5	-2.7	9.0
18	5.4	2.7[16.7 µM]	17.3
19	x	-1.2	-2.0
20	-5.4	x	2.3
21	-13.0	-4.4	-21.1
22	-2.5	1.3	-13.6
23	x	-0.2	-0.1
24	-2.1	27.4	0.6

(listing goes on)
item	canonical_smiles	ERp5 inh	esBAF inh	SIRT5 block	Cneo AK release
25	CN(C(=O)CCOc1ccccc1)c1c(N)n(Cc2ccccc2)c(=O)[nH]c1=O	-0.4	-3.3	-2.1	-0.3
26	CCOc1ccc(NCC(=O)Nc2ccc(Cl)cc2C)cc1	x	1.6	x	2.8
27	CC(C)CCNC(=O)C1(C)CCN1Cc1ccc2ccccc2c1 (stereo not drawn)	0.8	0.0	x	-0.6
28	COc1ccccc1NS(=O)(=O)c1ccc(C(=O)NCC(c2ccccc2OC)N2CCCC2)cc1 (stereo not drawn)	4.6	-6.6	0.2	-0.1
29	CC(C)(C)c1ccc(NC(=O)COC(=O)c2ccc(CN3CCCC3=O)cc2)cc1	-2.6	14.9	-5.8	-0.4
30	OC(CON=C1c2ccccc2-c2ccccc21)CN1CCNCC1 (stereo not drawn)	10.0	-6.8	-8.4	1.3
31	C[C@@H]1CN([C@@H](C)CO)C(=O)c2cc(C3=CCCC3)cnc2O[C@H]1CN(C)C(=O)C1CCC1	-0.2	-2.0	1.3	-0.6
32	CN(C)Cc1c(C(=O)N/N=C/c2cccc(OCc3c(F)cccc3Cl)c2)nnn1-c1nonc1N	0.7	-15.8	-3.6	-0.5

item	ARNT-TACC3 inh	miR122 inh	Statin myotox sup
25	-0.4	0.8	12.9
26	1.8	-12.6	-4.5
27	x	0.9	-7.2
28	0.8	-3.4	-5.1
29	5.1	x	1.4
30	10.0	-7.4	-10.8
31	-5.4	1.4[16.7 µM]	8.9
32	-4.6	-4.7	-21.7

Next section.
item	canonical_smiles	ERp5 inh	esBAF inh	SIRT5 block	Cneo AK release
33	N#Cc1ccc(-c2nc3ccccc3c(=O)n2O)cc1	1.5	-11.3	1.3	x
34	COc1ccc(-c2nn(CCC(=O)O)cc2/C=C2\SC(N)=NC2=O)cc1	-0.1	-10.5	7.6	1.3
35	Cn1c(=O)cc(OCC(=O)NCc2cccs2)c2ccccc21	3.3	-3.4	-1.2	0.7
36	O=C(C[C@H]1CC[C@H]2[C@@H](COC[C@@H](O)CN2S(=O)(=O)c2ccccc2F)O1)NCc1ccccc1Cl	11.1	3.7	-1.2	-3.9
37	COc1cccc(-c2nnn(CC(=O)N(C3CCCCC3)C3CCS(=O)(=O)C3)n2)c1 (stereo not drawn)	-0.7	4.3	-4.0	1.0
38	CCN(C(=O)CSc1nncs1)c1c(N)n(Cc2ccccc2)c(=O)[nH]c1=O	x	-3.1	x	1.4
39	CN(C)C(=O)c1nc2ccc(Cl)cn2c1CN1CCCC(OCc2ccccc2)C1 (stereo not drawn)	1.4	-8.1	-3.9	-0.2
40	CCN(CC)C(=O)CSc1n[nH]c(=S)n1N	0.5	0.5	-3.2	3.6

item	ARNT-TACC3 inh	miR122 inh	Statin myotox sup
33	-11.2	x	1.3
34	13.3	5.0	5.9
35	x	-1.1	34.5
36	-13.5	-1.5[16.7 µM]	-2.9
37	x	-9.0	4.0
38	10.2	-0.7	-4.6
39	-3.9	1.7	2.4
40	-9.0	-12.5	-11.8

Other records
item	canonical_smiles	ERp5 inh	esBAF inh	SIRT5 block	Cneo AK release
41	COc1ccc(-c2cnc3c(c2)C(=O)N([C@@H](C)CO)C[C@H](C)[C@H](CN(C)C(=O)C2CCC2)O3)cc1	8.4	-4.8	-4.3	-2.8
42	CS(=O)(=O)N1CCC(C(=O)Nc2ccc(Cl)c(C(F)(F)F)c2)CC1	x	3.1	x	-1.0
43	C[C@@H]1CN([C@@H](C)CO)C(=O)c2cccc(NS(=O)(=O)c3ccc(F)cc3)c2O[C@@H]1CN(C)Cc1ccc(C(=O)O)cc1	0.6	-1.1	-1.1	-1.0
44	C[C@@H]1CN([C@@H](C)CO)C(=O)c2cccc(NC(=O)C3CCCCC3)c2O[C@H]1CN(C)Cc1ccncc1	-2.7	1.7	-0.9	-1.2
45	COc1cccc(-c2ccc3c(c2)[C@@H]2[C@@H](CCN2C(=O)c2ccc4c(c2)OCO4)[C@H](CO)N3C)c1	3.0	2.0	2.0	-15.0
46	CCN1CCN(C(=O)c2ccc(CN(c3ccc(C)c(C)c3)S(C)(=O)=O)cc2)CC1	-5.3	-1.5	-2.0	-3.4
47	COc1ccc(C[C@H]2CCc3cnnn3COC[C@@H](Cc3ccccc3)NC2=O)cc1	-1.6	x	-4.2	2.8
48	Cc1ccccc1NC(=O)C1CCCN(c2ncnc3onc(-c4ccc(F)cc4)c23)C1 (stereo not drawn)	-3.9	1.8	3.0	8.9

item	ARNT-TACC3 inh	miR122 inh	Statin myotox sup
41	-5.5	-1.5[16.7 µM]	10.3
42	6.4	-5.6	-35.5
43	-13.5	-9.2[16.7 µM]	-10.6
44	-5.5	7.9[16.7 µM]	0.7
45	-4.0	-5.7[16.7 µM]	24.7
46	0.3	-1.3	-14.9
47	x	x	x
48	1.4	x	0.6

(next part)
item	canonical_smiles	ERp5 inh	esBAF inh	SIRT5 block	Cneo AK release
49	O=C1NCCN/C1=C\C(=O)c1ccc(F)cc1	2.9	x	4.5	x
50	COC(=O)c1ccccc1NC(=O)N1CCN(C/C=C/c2ccccc2)CC1	x	0.4	x	x
51	Cc1cc(C(=O)Nc2ccc(S(=O)(=O)N3CCOCC3)cc2)c(C)o1	3.7	x	1.2	-2.0
52	CN1CCN(C(=O)C2=C[C@@H](c3coc4ccccc4c3=O)C[C@@H](OCc3ccc(CO)cc3)O2)CC1	-4.7&-7.6	8.1	-0.2&-5.0	27.4&-0.2
53	NC(=O)Nn1c(CCC(=O)O)ccc1-c1ccc(Cl)cc1	-0.7	x	-0.4	-4.9
54	Cc1cnnn1-c1ccc(C(=O)CCl)cc1	x	-0.3	x	-0.5
55	Cc1ccc(C2(C)NC(=O)N(CC(=O)N(C)CC(=O)Nc3cccc(F)c3)C2=O)cc1 (stereo not drawn)	1.7	-5.8	1.8	-1.5
56	CN1C(=O)c2cc(NC(=O)C3CCOCC3)ccc2OC[C@H]2O[C@H](CC(=O)O)CC[C@H]21	-1.2	-2.7	6.7	-0.2

item	ARNT-TACC3 inh	miR122 inh	Statin myotox sup
49	-3.7	x	x
50	14.2	-12.2	-23.5
51	2.8	0.6	x
52	-3.7&-3.4	-3.1	1.3
53	-1.3	x	x
54	2.0	-7.9	-2.5
55	-1.8	-2.4	8.4
56	-6.6	0.0[16.7 µM]	1.6

Single records, from the list above. Order of screens: ERp5 inh	esBAF inh	SIRT5 block	Cneo AK release	ARNT-TACC3 inh	miR122 inh	Statin myotox sup
Shown for `CS(=O)(=O)N1CCC(C(=O)Nc2ccc(Cl)c(C(F)(F)F)c2)CC1` → x	3.1	x	-1.0	6.4	-5.6	-35.5
Shown for `COc1ccccc1NS(=O)(=O)c1ccc(C(=O)NCC(c2ccccc2OC)N2CCCC2)cc1` (stereo not drawn) → 4.6	-6.6	0.2	-0.1	0.8	-3.4	-5.1
